Compound activity as filed in PubChem.
CIT2-GFP yeast – modulators of TOR pathway CIT2-GFP in S. cerevisiae; S. cerevisiae CIT2-GFP strain, flow cytometry, 3 h; 100 means same as DMSO wells; GFP response vs DMSO, % at 10 µM; 320,000 compounds, 0.065% hits; AID 2029;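 active means GFP response relative to DMSO above a set limit, near the screen mean plus 3 SD, cut at about 150% in these data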;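 further: ratio of well median GFP fluorescence to mean of DMSO wells on the plate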
VLA-4 inh – inhibition in a human VLA-4 binding assay | VLA-4 expressing cells, ligand binding flow cytometry | inhibition, % (about 7 µM as worked out from the volumes in the protocol) | 330,000 compounds, 0.2% hits | AID 2557; in the data active means inhibition above about 50%
Yeast superoxide – yeast age-related superoxide inhibition as caloric restriction mimetic. superoxide response (% of plate mean), % at 10 µM. AID 2690. S. cerevisiae aged cells, superoxide DHE fluorescence; stronger effect = lower value. 330,000 compounds, 0.18% hits;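 active means superoxide response under a set limit, about three screen SD below normal, cut at about 65% in these data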;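 further: yeast aged for seven days with compound at 30 °C before DHE staining; 100% = average MFI of all compound-treated wells on the plate with controls excluded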
GLD-1 TGE inh – GLD-1-TGE RNA interaction inhibition (C. elegans); purified GLD-1 + fluorescein TGE RNA, fluorescence polarization; inhibition, % at 5.96 µM; 320,000 compounds, 0.44% hits;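 active means percent inhibition above a per-plate cutoff, the plate mean of test compounds plus 3 SD, cut at about 30% in these data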;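 further: 0% = DMSO wells with GLD-1 and probe and 100% = wells lacking GLD-1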
Bcl-xL primary – blocks human Bcl-xL binding to Bim BH3 peptide. 320,000 compounds, 0.7% hits. GST-Bcl-xL / FITC-Bim BH3 peptide fluorescence polarization. Q07817. inhibition, % at 10.9 µM;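 active means inhibition above the mean of all tested compounds plus 3 SD, cutoff set per campaign, cut at about 30% in these data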;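 further: 0% = DMSO wells and 100% = unlabeled Bim-BH3 peptide competitor; inhibitors lower millipolarization by displacing the labeled peptide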
Target sequence (Q07817 whole entry, looked up): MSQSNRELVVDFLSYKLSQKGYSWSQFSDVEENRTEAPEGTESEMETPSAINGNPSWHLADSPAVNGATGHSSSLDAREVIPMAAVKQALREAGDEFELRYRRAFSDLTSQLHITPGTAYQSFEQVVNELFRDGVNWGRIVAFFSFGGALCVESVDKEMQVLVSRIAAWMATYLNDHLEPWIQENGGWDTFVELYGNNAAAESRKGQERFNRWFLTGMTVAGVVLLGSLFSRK
MCL1-BIM inh – inhibitors of human MCL1 binding to BIM-BH3 peptide. 320,000 compounds, 0.68% hits. inhibition, % at 10.9 µM. GST-MCL1 / FITC-Bim-BH3 fluorescence polarization. AID 2057;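 active means inhibition above the mean inhibition of all tested compounds plus 3 SD, set per campaign, cut at about 40% in these data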;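 further: 0% = DMSO wells and 100% = unlabeled Bim-BH3 peptide control; higher means more loss of mP so more displacement of Bim peptide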
Target sequence (Q07820 whole entry, looked up): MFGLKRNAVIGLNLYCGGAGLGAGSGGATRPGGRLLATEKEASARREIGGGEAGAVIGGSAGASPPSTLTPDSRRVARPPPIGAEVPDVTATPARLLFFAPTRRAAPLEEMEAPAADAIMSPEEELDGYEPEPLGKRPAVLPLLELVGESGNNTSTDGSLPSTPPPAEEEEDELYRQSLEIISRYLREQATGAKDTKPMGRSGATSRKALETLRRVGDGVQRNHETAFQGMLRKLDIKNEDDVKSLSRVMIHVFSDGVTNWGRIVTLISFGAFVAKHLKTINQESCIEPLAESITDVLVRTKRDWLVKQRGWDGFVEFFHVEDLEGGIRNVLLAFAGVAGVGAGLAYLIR
GRK2 inh – human GRK2 inhibition via aptamer displacement | P25098 | bead flow cytometry, FAM-aptamer displacement from GRK2 | inhibition of aptamer binding, % at 10 µM | 330,000 compounds, 0.59% hits | AID 488847;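 active means inhibition of aptamer binding above 40%, roughly 3 SD of noise, on plates passing a quality check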;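 further: median bead fluorescence of bound FAM aptamer so fluorescent compounds give negative values; no value below 0 was filed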
MEX-5 binding – C. elegans MEX-5 TCR-2 RNA binding activity; Q9XUB2; MEX-5/FITC-TCR2 RNA binding, fluorescence polarization; stronger effect = lower value; activity score (negative = inhibition of binding), % at 10 µM; 300,000 compounds, 0.38% hits; AID 1832;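 active means inhibition past about -25% in most replicates, and total fluorescence under double the plate's negative control median, limit read from the data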;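 further: 0% = DMSO and -100% = 5 µM competing unlabeled TCR2 RNA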
Target sequence (Q9XUB2 whole entry, looked up): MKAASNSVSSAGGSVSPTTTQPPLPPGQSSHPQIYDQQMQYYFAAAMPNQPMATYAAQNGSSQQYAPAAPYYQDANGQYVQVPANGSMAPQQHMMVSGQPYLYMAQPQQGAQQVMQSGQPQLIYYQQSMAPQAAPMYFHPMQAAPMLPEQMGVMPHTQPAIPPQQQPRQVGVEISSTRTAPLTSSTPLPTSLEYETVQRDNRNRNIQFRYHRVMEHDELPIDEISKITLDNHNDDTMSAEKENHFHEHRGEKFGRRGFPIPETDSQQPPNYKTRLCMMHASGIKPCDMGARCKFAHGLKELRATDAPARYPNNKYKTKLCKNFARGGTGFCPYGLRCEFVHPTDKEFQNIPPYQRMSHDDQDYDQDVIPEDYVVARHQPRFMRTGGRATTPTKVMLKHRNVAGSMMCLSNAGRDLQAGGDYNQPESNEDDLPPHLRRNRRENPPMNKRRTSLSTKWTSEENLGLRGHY
AGP1-GFP MLPCN – yeast TOR pathway AGP1-GFP modulation | AID 2066 | GFP response vs DMSO, % at 10 µM | 320,000 compounds, 0.02% hits | S. cerevisiae AGP1-GFP multiplex flow cytometry, 3 h; GFP as percent of DMSO wells;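 active means GFP response relative to DMSO above a set limit, near screen average plus 3 SD, cut at about 150% in these data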;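 further: median GFP channel fluorescence of the gated AGP1 strain per well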
Starred values were filed as active, the others as inactive; i = inactive; . = no result given. Outcome played no part in choosing rows. Share with any hit: about 2.1%.

SMILES	CIT2-GFP yeast	VLA-4 inh	Yeast superoxide	GLD-1 TGE inh	Bcl-xL primary	MCL1-BIM inh	GRK2 inh	MEX-5 binding	AGP1-GFP MLPCN
CCc1ccc([C@H]2C(C(=O)O)=C[C@@H](CC)N2S(=O)(=O)c2ccc(C)cc2)cc1	90	24	100	4	.	.	1	.	95
CCn1nc(C)cc1C(=O)N1CCCC(C(=O)c2ccc(OC)cc2C)C1 (stereo not given)	99	8	82	-63	7	4	0	0.4	98
O=C(O)C1CCN(C(=O)CSc2nc3cc(Cl)ccc3c(=O)n2Cc2ccccc2)CC1	96	1	92	2	3	-1	0	-2.5	103
CN(Cc1ccc2nonc2c1)Cc1nc(Cc2cccc(F)c2)no1	96	5	91	-3	0	-7	1	-1.7	97
CN1CCN(S(=O)(=O)c2cc([N+](=O)[O-])ccc2N/N=C/c2ccc(Cl)cc2)CC1	93	19	90	-1	3	2	1	7.0	98
CC1(C)CC(=O)CC(C)(C)N1OC(=O)c1ccco1	90	5	94	6	1	3	0	-1.9	101
C=CCn1c(Cc2ccc(OC)cc2)nnc1SCC(=O)NCCc1ccccc1	103	2	101	-4	-3	-6	0	1.1	99
O=C(CSc1cn(CCNC(=O)c2ccccc2)c2ccccc12)NCC1CCCO1 (stereo not given)	101	12	95	-1	6	7	2	-4.8	100
CC1CC(C)CN(S(=O)(=O)c2ccc3c(c2)NC(=O)C(C)C(=O)N3)C1 (stereo not given)	104	14	90	-2	2	-3	0	2.7	100
CC(=O)Nc1sc2c(c1C(c1ccc(Cl)cc1)N1CCOCC1)CCCC2 (stereo not given)	98	5	102	2	-3	-6	0	-2.8	97
Cc1cc(SCC(=O)OCC(=O)N(C)c2ccccc2)nc2ccccc12	103	30	97	1	3	-4	0	0.4	101
COCCN1Cc2cccc(C(=O)NC(C)CCc3ccco3)c2C1=O (stereo not given)	102	8	86	4	-2	-2	2	1.7	104
CC1(c2cccc(Br)c2)NC(=O)N(CC(=O)Nc2ccc3c(c2)OCO3)C1=O (stereo not given)	103	20	119	3	1	-1	2	.	97
Cn1c(CN2CCCC2)nc2cc(NC(=O)COc3ccccc3)ccc21	86	22	99	2	3	6	1	5.3	88
O=C1OC(c2cccc([N+](=O)[O-])c2)C2(CCCC2)C(=O)C12CCCCC2 (stereo not given)	105	4	118	-10	0	-9	1	0.0	99
Cn1c(SCC(=O)c2ccccc2)nnc1-c1cnccn1	100	-8	93	3	-4	-2	1	-1.3	112
O=C(O)c1ccccc1-c1ccccc1C(=O)NCCc1ccccc1	84	7	108	-8	4	8	1	-1.2	85
CCCCc1ccc(NC(=S)NCC2CCCO2)cc1 (stereo not given)	102	22	100	10	8	8	3	0.3	99
CC/C(=C(\c1ccc(O)cc1)c1ccc(OCCN(C)C)cc1)c1ccccc1	86	12	100	8	4	0	0	0.0	90
COc1ccc(C[C@@H]2CN3C(=NC[C@@H]3Cc3ccc(O)cc3)N2C[C@H](C)NC(=O)CCC2CCCCC2)cc1	75	16	98	-2	1	0	0	-0.1	86

4 entries picked at random from the list so far:
SMILES	CIT2-GFP yeast	VLA-4 inh	Yeast superoxide	GLD-1 TGE inh	Bcl-xL primary	MCL1-BIM inh	GRK2 inh	MEX-5 binding	AGP1-GFP MLPCN
CC(=O)Nc1sc2c(c1C(c1ccc(Cl)cc1)N1CCOCC1)CCCC2 (stereo not given)	98	5	102	2	-3	-6	0	-2.8	97
C=CCn1c(Cc2ccc(OC)cc2)nnc1SCC(=O)NCCc1ccccc1	103	2	101	-4	-3	-6	0	1.1	99
CC1(C)CC(=O)CC(C)(C)N1OC(=O)c1ccco1	90	5	94	6	1	3	0	-1.9	101
COCCN1Cc2cccc(C(=O)NC(C)CCc3ccco3)c2C1=O (stereo not given)	102	8	86	4	-2	-2	2	1.7	104

The results go on:
SMILES	CIT2-GFP yeast	VLA-4 inh	Yeast superoxide	GLD-1 TGE inh	Bcl-xL primary	MCL1-BIM inh	GRK2 inh	MEX-5 binding	AGP1-GFP MLPCN
CN(C(=O)COc1ccc(C(C)(C)C)cc1)C1CCS(=O)(=O)C1 (stereo not given)	107	8	105	-2	2	8	1	-2.2	116
CN1C(=O)C(CC(=O)Nc2ccccc2)S/C1=N/c1nccs1 (stereo not given)	103	10	105	3	-4	0	2	-1.1	100
N#CCC(=O)Nc1ccc(C(=O)OCC(=O)c2c[nH]c3ccccc23)cc1	102	0	78	-1	.	.	1	.	96
Cc1nnc2ccc(N3CCN(c4cccc(C(F)(F)F)c4)CC3)nn12	92	9	100	-2	-3	-6	3	-1.1	99
Cc1cc(C(=O)NCCN2CCOCC2)c2ccccc2n1	96	15	121	2	.	.	1	.	99
Cc1cc(C)cc(N(CC(=O)NCC2CCCO2)S(=O)(=O)c2c(C)noc2C)c1 (stereo not given)	104	6	107	-1	1	3	0	0.3	106
CNC(=O)c1ccc(NC(=O)c2cccc(C(F)(F)F)c2)cc1	.	2	100	5	8	4	0	3.5	101
CC(C)C(=O)Nc1ncc(Cc2ccc(Cl)cc2)s1	98	-2	93	-3	8	4	1	-2.9	101
Cc1nn(Cc2c(Cl)cccc2Cl)c(C)c1NC(=O)CCCn1nc(C)c([N+](=O)[O-])c1C	107	-12	108	5	6	8	1	1.0	100
Cc1ccc(C)c(NC(=O)C2C3C=CC(O3)C2C(=O)O)c1 (stereo not given)	105	-1	98	.	.	.	0	-0.4	109
CCCCC(=NCCO)C1=C(O)C(C(=O)OC)C(C)(C)CC1=O (stereo not given)	81	16	89	-1	5	4	1	-2.0	.
Cc1ccc(/C=N/NC(=O)Cn2cnc3ccccc32)cc1	93	7	89	0	8	1	4	-2.6	.
COc1ccc(N(CN2C(=O)c3ccccc3C2=O)C(=O)COc2ccc(Cl)cc2Cl)cc1	98	16	99	1	6	1	1	2.0	97
COc1ccc(CCn2c(=N)c(C(=O)NCc3ccco3)cc3c(=O)n4ccccc4nc32)cc1	93	-4	111	-1	6	-3	4	-4.2	101
COc1ccc(/C=C/c2nnc(NC(=O)COc3ccccc3)s2)cc1	95	-1	85	-6	-8	-8	0	0.7	88
Cc1ccc(-c2nn(-c3ccccc3)cc2C(=O)NCCCN2CCCC2=O)cc1	107	13	84	-4	4	1	0	-5.2	115
CC1(C)CC(=O)C2=C(C1)NC(=O)CC2c1ccccc1F (stereo not given)	88	0	118	0	6	0	2	-0.7	89
Cc1ccc(CCN2CC(C(=O)NCCCN(C)Cc3ccccc3)CC2=O)cc1 (stereo not given)	100	9	108	-3	0	-3	0	0.4	99
Cc1cccc(C(=O)N2CCc3ccccc3C2)c1[N+](=O)[O-]	85	7	105	1	0	-2	0	1.7	97
C=CC[C@H](CC(=O)NCCO)C(=O)N[C@H](COC(=O)[C@@H](CC=C)CC(=O)OC(C)(C)C)Cc1c[nH]c2ccccc12	89	8	94	7	.	.	0	.	99
CSCCC(NS(=O)(=O)c1ccccc1F)C(=O)Nc1ccncc1 (stereo not given)	93	-2	99	5	9	6	0	.	97
CC1(C)CC(=O)c2c(-c3cccnc3)n[nH]c2C1	97	15	101	2	0	8	0	1.4	100
CC(C)C(C(=O)NCC1CCCO1)N(Cc1ccco1)C(=O)CNS(=O)(=O)c1ccc(F)cc1 (stereo not given)	97	10	97	4	-2	3	3	2.6	97
COc1ccc(NS(=O)(=O)c2ccc(Oc3c(C#N)cccc3C#N)cc2)cc1	104	5	97	7	4	-2	0	-0.7	103
Cc1ccc(-c2nn(CCC(=O)NCC3CCCO3)c(=O)c3ccccc23)cc1 (stereo not given)	94	4	95	4	3	8	0	1.0	101
O=C(Nc1ccccc1)c1ccc(S(=O)(=O)Nc2cccc(O)c2)cc1	106	-2	i	7	4	1	0	0.7	114
Cc1ccccc1C1NS(=O)(=O)N=C1N (stereo not given)	.	0	100	8	3	3	0	3.0	107
C=CCNc1oc(C2CCCC2)nc1C#N	104	-7	102	5	2	1	11	.	102
Cc1nc(SCC(=O)Nc2nc3ccccc3s2)n[nH]1	103	-2	79	-1	-1	-8	2	0.3	98
O=C(O)c1ccc(-n2cccc2/C=N\NC(=O)c2cc3cc(Br)ccc3o2)cc1	91	-3	124	-1	21	62*	58*	-3.1	98
CC(=O)NC(Cc1cc(C)ccc1C)C(=O)N1CCN(C(=O)Nc2ccc(C(C)=O)cc2)CC1 (stereo not given)	99	4	90	-1	-2	3	2	0.1	107
O=C1C2C3C=CC(C4CC34)C2C(=O)N1/N=C/c1ccc(-c2ccc(Cl)cc2[N+](=O)[O-])o1 (stereo not given)	92	3	104	15	16	18	0	1.5	99
COc1cccc(C(=O)NN2CC(O)=C(c3nc4ccccc4n3C)C2=N)c1	107	14	102	-3	8	6	3	-0.4	101
COc1ccc2cc([C@H](C)C(=O)N(C)Cc3ccccc3N3CCCC3)ccc2c1	92	-2	95	-7	6	6	0	9.9	87
CCOC(=O)c1cnn2c(N)c(C#N)cnc12	100	2	111	-8	-2	0	0	-2.3	96
COc1cc2c(cc1NC(=O)CN(C)Cc1cccc(OC)c1OC)oc1ccccc12	91	11	100	3	-3	-13	0	2.8	96
CCOC(=O)C1CCN(S(=O)(=O)c2ccc(Cl)cc2OC)CC1	98	4	96	-2	2	-5	0	-1.0	101
COc1ccc(/C=C/C(=O)c2sc(-c3ccccc3)nc2C)cc1	.	3	97	2	5	5	1	-0.6	112
COC(=O)c1ccccc1NS(=O)(=O)c1ccc(NC(C)=O)cc1	101	-2	100	8	2	12	5	1.1	100
N#C/C(=C\c1cc2ccccc2nc1N1CCCCC1)C(N)=O	90	9	94	-1	-3	-7	0	.	93
CN(Cc1cnccn1)C(=O)CC1C(=O)NCCN1Cc1c(F)cccc1Cl (stereo not given)	95	-14	89	0	5	5	1	0.7	101
COC(=O)[C@@H]1CC(O)CN1C(=O)C12CC3CC(CC(C3)C1)C2 (stereo not given in full)	103	-3	100	.	.	.	0	-1.1	103

Shown with values under each structure: 6 of the compounds above.
Results follow in this order: CIT2-GFP yeast | VLA-4 inh | Yeast superoxide | GLD-1 TGE inh | Bcl-xL primary | MCL1-BIM inh | GRK2 inh | MEX-5 binding | AGP1-GFP MLPCN
> COc1cccc(C(=O)NN2CC(O)=C(c3nc4ccccc4n3C)C2=N)c1
    107 | 14 | 102 | -3 | 8 | 6 | 3 | -0.4 | 101
> COc1ccc2cc([C@H](C)C(=O)N(C)Cc3ccccc3N3CCCC3)ccc2c1
    92 | -2 | 95 | -7 | 6 | 6 | 0 | 9.9 | 87
> CCOC(=O)c1cnn2c(N)c(C#N)cnc12
    100 | 2 | 111 | -8 | -2 | 0 | 0 | -2.3 | 96
> COc1cc2c(cc1NC(=O)CN(C)Cc1cccc(OC)c1OC)oc1ccccc12
    91 | 11 | 100 | 3 | -3 | -13 | 0 | 2.8 | 96
> CCOC(=O)C1CCN(S(=O)(=O)c2ccc(Cl)cc2OC)CC1
    98 | 4 | 96 | -2 | 2 | -5 | 0 | -1.0 | 101
> COc1ccc(/C=C/C(=O)c2sc(-c3ccccc3)nc2C)cc1
    . | 3 | 97 | 2 | 5 | 5 | 1 | -0.6 | 112
